p53ts 32C kill = kills p53ts cells at the permissive temperature. H1299-p53A138V at 32C, ATP luminescence viability, 24 h. Potency, µM (top dose mostly 46.1 µM), for inactives: top-dose activity change, negative = cytotoxicity, usual class: cytotoxic. hit rate 0.93% among 130,000. AID 924;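 note: 0% = DMSO and -100% = full killing by reference compound; nearly all actives have a fitted effect of over 55% in size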
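Cells: H1299 p53ts (A138V), 600/well, pre-incubated 16–30 h at 37C. Cpd up to 46 uM, 24 h, 32C. Readout: ATPlite luminescence, 20 min RT. Normalization: DMSO vs tamoxifen 100 uM. AC50 by Hill equation.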
p53ts 39C kill = cytotoxicity in p53ts cells at nonpermissive temperature; H1299-p53A138V viability at 39C, ATP luminescence, 24 h; AID 902; Potency, µM (highest dose often 46.1 µM), for the others: top-dose activity change, negative = cell killing, most hits filed as cytotoxic; hit rate 1.5% among 130,000; note: nearly all actives have a fitted effect of over 55% in size
Peg3 imprint = genomic imprint erasure induction. mouse ES Peg3-LacZ reporter, beta-gal luminescence, 40 h. Potency, µM (highest dose often 60.7 µM), inactives show at the highest dose activity change, positive = activation, usual class: activators. hit rate 0.02% among 110,000;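 note: 0% = negative control wells on the plate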
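Gelatin-coated wells received 300 freshly trypsinized female ES cells with a Peg3LacZ-Neo reporter on the maternal allele, then incubated 40 hours at 37C. BetaGlo was added for 5 minutes at room temperature before a single luminescence read.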
IkB signaling = suppresses IkB signaling in ABC-DLBCL reporter cells. ABC-DLBCL IkBa-CBG/CBR dual luciferase ratio, 4 h; response scale: scaled: untreated 0%, proteasome inhibitor 100%. Potency, µM (doses to about 57.1 µM), for the others: top-dose IkBa stabilization activation. hit rate 0.04% among 110,000. AID 445; active = well fitted curve in the direction sought with a large enough effect in the signal ratio, not every such curve was filed as active; inconclusive = small, poorly fitted or top-dose-only effect, or a change in a side signal; the % refers to the signal ratio;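 note: the direction sought is a rising ratio; 0% = basal untreated cells and 100% = reference inhibitor full response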
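In this assay, an IκBα–CBG68 fusion accumulates when IKK-driven degradation is blocked; native CBR normalizes for cell number. OCI-Ly3 cells were treated 4 h with compound and doxycycline, then green and red light read after Chroma-Glo addition.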
The depositor's hits bear a star; ? = inconclusive; . = no result given; & = joins results of further samples; [ ] = another dose, or the depositor's remark. Unless noted, calls come from the whole dose curve; as a rule, active = well fitted curve in the direction sought with a large enough effect; inconclusive = small, poorly fitted or top-dose-only effect, or another doubt; inactive = no such curve, though single readings can be large; an effect the other way counts as inactive or inconclusive. Unless noted, % is set by controls: 0 for no effect and ±100 for the full control effect; potency is the fitted concentration of half-maximal effect.

SMILES	p53ts 32C kill	p53ts 39C kill	Peg3 imprint	IkB signaling
COc1ccc(CC(=O)NC(C)c2nnc(SCc3nc4ccccc4c(=O)[nH]3)n2C)cc1 (stereo not drawn)	-5%	2%	-3%	-1.7%
CCOC(=O)N/N=C1/C[C@@H](O)[C@@H](O)[C@@H]2[C@@H]3C(=O)N(CC)C(=O)[C@H]3CC[C@@H]12	7%[9.22 µM]	6%[9.22 µM]	.	.
Cc1cc2oc(=O)cc(Cn3ccnc3)c2cc1C	4%	4%	-7%	-2.2%
Cc1cc(C)c(C)c(S(=O)(=O)NCc2cccnc2)c1C	-4%	5%	-15%	-0.9%
CC1CCCN(S(=O)(=O)c2ccc(NC(=O)c3nc(SC(C)C)ncc3Cl)cc2)C1 (stereo not drawn)	7%	-31%	-11%[10.9 µM]	?
COc1ccc(C(C)=O)cc1COC(=O)c1ccc2c(c1)OCO2	8%	0%	-5%	-0.5%
O=C(COC(=O)c1ccc(Br)o1)Nc1nc2ccccc2s1	1%	1%	-16%	?
O=C(NC1CC2CCCC(C1)N2CC(=O)N1CCCc2ccccc21)C1CCCCC1 (stereo not drawn)	-1%	4%	-10%	0.6%
NS(=O)(=O)c1cc2c(cc1Cl)N[C@H](Cc1ccccc1)NS2(=O)=O	8%[9.22 µM]	4%[9.22 µM]	-7%[10.9 µM]	0.0%[11.4 µM]
COc1ccc(-c2cc(C(C)=O)c(C)n2CCC(=O)Nc2ccc(C(F)(F)F)cc2)cc1	-8%	?	-1%[10.9 µM]	-2.4%
CC(C)(C)n1ncc2c(=O)n(CC(=O)NCc3ccc(F)cc3)cnc21	?	?	-28%	2.4%
CC12C(=O)N(c3nccs3)C(=O)C1C1C=CC2C1 (stereo not drawn)	0%	9%	-12%	0.8%

Reprinted from the part before: 2 entries, followed by the next part.
SMILES	p53ts 32C kill	p53ts 39C kill	Peg3 imprint	IkB signaling
CC(C)(C)n1ncc2c(=O)n(CC(=O)NCc3ccc(F)cc3)cnc21	?	?	-28%	2.4%
CC12C(=O)N(c3nccs3)C(=O)C1C1C=CC2C1 (stereo not drawn)	0%	9%	-12%	0.8%
CC(C)Oc1ccccc1C1CC(=O)Nc2cc3c(cc21)OCO3 (stereo not drawn)	3%	-9%	-27%	?
CCOc1ccc(CC(=O)NC2CC(=O)N(c3cccc(F)c3)C2)cc1 (stereo not drawn)	-1%	-4%	-9%[10.9 µM]	-0.3%
COc1cc(OC)c(NC(=O)c2cnc(N3CCCC3)nc2C)cc1Cl	-2%	-14%	4%[10.9 µM]	-2.1%
Cc1ccc2cc(CN(C(=O)c3cccnc3)C(C)C)c(=O)[nH]c2c1	11%	12%	-12%	-2.8%
COc1cccc(N2CCN(C(=O)c3cnn(-c4ccccc4Cl)c3C3CCN(C(=O)OC(C)(C)C)CC3)CC2)c1	23%	-14%	-8%[10.9 µM]	2.0%
COc1ccc(-c2cc(C(=O)Nc3cccnc3Cl)no2)cc1OC	5%	12%	7%[10.9 µM]	2.3%
COC(=O)[C@@]1(Cc2ccc(F)cc2)[C@H]2c3cc(C(=O)N(C)C)n(Cc4ccc(C)o4)c3C[C@H]2CN1C(=O)c1ccccc1	6%	-13%	-30%[inhibitor]	.
CCOc1ccc(-c2cc3nc(C4CCN(C(=O)OC(C)(C)C)CC4)c(C(=O)Nc4ccc(C)cc4Cl)cn3n2)cc1	2%	-23%	-8%[10.9 µM]	3.1%
O=[N+]([O-])c1cccc(/C([O-])=C(/C(=S)Nc2cccc3ccccc23)[n+]2ccccc2)c1	9%	8%	.	.
O=C(Nc1ccc(N2CCCCC2)cc1)c1ccc(F)cc1	7.9µM*	?	-83%[inhibitor]	1.2%
CC(Sc1nc(N2CCOCC2)nc(N2CCOCC2)n1)C(=O)Nc1ccccc1 (stereo not drawn)	10%	13%	-4%	-0.6%
COc1ccc(N(Cc2cccs2)C(=O)c2ccc(OC)c(Cl)c2)cc1	6%	12%	-13%[10.9 µM]	?
NC(=O)c1c(N)sc2c1CCCC2	1%	-1%	-9%	4.9%
O=C1C2C3C=CC(CC3)C2C(=O)N1c1ccc2c(c1)OCO2 (stereo not drawn)	6%	10%	.	.
CCOC(=O)CCSc1nc2c(c(C(F)(F)F)c1C#N)CCC2	-5%	-1%	-10%	?
CC1(C)Cc2nc3sc4c(SCC(=O)NCc5ccco5)ncnc4c3cc2CO1	?	?	-45%[inhibitor]	1.1%
CCCN(C(=O)Cc1nc(N)n[nH]1)C1(C(=O)Nc2c(C)cccc2C)CCCCC1	12%	6%	-3%	-1.2%
Cc1nc(-c2ccc(C)c(S(=O)(=O)N3CCC(C(=O)Nc4ccc(Cl)cc4)CC3)c2)no1	17%	-11%	-7%[10.9 µM]	?
COc1ccc(C2=[N+]([O-])C(C)(C)N(O)C2(C)C)cc1	-4%	-7%	-3%	-0.4%
Oc1ccc(CNc2ccccc2F)c2cccnc12	-22%	-3%	-21%	0.6%
CC(=O)c1cccc(NC(=O)C2CCN(S(=O)(=O)c3ccc(F)cc3)CC2)c1	7%	-1%	-10%	2.4%
CCC(Sc1nc(C)cc(=O)[nH]1)C(=O)Nc1nnc(C)s1 (stereo not drawn)	2%	7%	-2%	-0.3%
CCC1(c2cccc(Cl)c2)NC(=O)N(Cc2cc(C(=O)OC)c(C)o2)C1=O (stereo not drawn)	1%	4%	1%	?
COc1ccccc1-c1nc(SCC(=O)c2ccccc2)n[nH]1	2%	-7%	-9%[10.9 µM]	?
O=C(NCc1ccc2c(c1)OCO2)c1ccncc1	3%	15%	-10%	-0.6%
Cc1cccc(N2CCN(C(c3ccc(F)cc3)c3nnc(-c4ccccc4)o3)CC2)c1C (stereo not drawn)	-1%	4%	-10%[10.9 µM]	?
CC(C)Oc1ccc(Cn2c(=O)sc3ccccc32)cc1	3%	-13%	.	.
CC(=O)c1ccc(C2C=CC(Oc3ccc(F)cc3C)C(CO)O2)cc1 (stereo not drawn)	-6%[9.22 µM]	-3%[9.22 µM]	.	.
COc1ccc(C2NC(=O)c3ccccc3O2)cc1OC (stereo not drawn)	12%	14%	.	.
CCCCC(=O)Nc1cc(N(C)C)nc2ccccc12	-6%	4%	.	2.9%
CCOc1cc2[nH]c(=O)n(CCCCC(=O)N3CCCCCC3)c(=O)c2cc1OCC	-6%	-10%	4%	-0.7%
CCOC(=O)CN1CC23C=CC(O2)C(C(=O)NCc2ccc(F)cc2)C3C1=O (stereo not drawn)	2%	7%	2%	-1.0%
O=C(NNC(=O)C1CC1c1ccccc1)c1cccc([N+](=O)[O-])c1 (stereo not drawn)	11%	17%	.	.
O=C(CSc1ccsc1[N+](=O)[O-])N1CCN(c2ccc(Cl)cc2)CC1	-12%	-7%	.	.
COc1ccccc1OCC(O)Cn1nc(C)cc1C (stereo not drawn)	-21%	-22%	-16%	0.7%
COc1ccc(-c2cc(C(F)(F)F)nc(SCCC(=O)Nc3cc(C)on3)n2)cc1	-4%	-5%	-2%	0.4%

Single records, from the list above.
Entry for CCCCC(=O)Nc1cc(N(C)C)nc2ccccc12 → p53ts 32C kill = -6%; p53ts 39C kill = 4%; Peg3 imprint = .; IkB signaling = 2.9%
Entry for Cc1cccc(N2CCN(C(c3ccc(F)cc3)c3nnc(-c4ccccc4)o3)CC2)c1C (stereo not drawn) → p53ts 32C kill = -1%; p53ts 39C kill = 4%; Peg3 imprint = -10%[10.9 µM]; IkB signaling = ?

The listing continues.
SMILES	p53ts 32C kill	p53ts 39C kill	Peg3 imprint	IkB signaling
N#CCCn1ncn(-c2ccccc2)c1=S	-5%	-8%	7%	-0.8%
CCCOc1ccc(Nc2cc(C)nc(C)n2)cc1	-4%	4%	?	0.3%
O=C(Nc1cccc(F)c1)N1CCCC2(CCN(S(=O)(=O)c3ccccc3)CC2)C1	-10%	1%	.	1.5%[11.4 µM]
CCN(CC)S(=O)(=O)c1ccc2c(c1)N(CC(=O)Nc1ccc(Cl)cc1)C(=O)C1CCCN21 (stereo not drawn)	-1%	-8%	4%[10.9 µM]	?
CCN(c1ccc(OC)cc1)S(=O)(=O)c1ccc2[nH]c3c(c2c1)CCCCC3	37%[activator]	7%	-11%[10.9 µM]	-0.4%
COC(=O)c1sc(NC(=O)c2cc3c(s2)CCCC3)nc1C	-1%	8%	8%	-1.2%
CCc1ccccc1NC(=O)Cc1c(C(=O)O)[nH]c2ccc(Cl)cc12	-2%	16%	15%[10.9 µM]	9.2%
CCc1sc(C(=O)NCc2cc(C)n(C)n2)cc1Br	-18%	-1%	.	.
COC(=O)[C@@]1(Cc2ccc(OC)cc2)[C@@H]2C(=CC(=O)[C@H]2CC(=O)C(=O)N2CCCC2)CN1C(=O)c1ccccc1	127%[activator]	168%[activator]	-27%	.
Cn1c2c(c(=O)n(C)c1=O)CN(Cc1ccc3c(c1)OCO3)CN2	-5%	-5%	-19%	5.5%
CCN(CC)S(=O)(=O)c1ccc2[nH]cc(C(=O)NCCc3ccccc3)c(=O)c2c1	-8%&2%	-13%&0%	-26%	?
COCCCn1c(SCC(=O)Nc2cccc(C)n2)nnc1-c1ccco1	-1%	7%	.	2.4%
CSc1nsc(SC)c1C(=O)NCCNS(=O)(=O)c1ccc(C)cc1	4%	15%	-7%	0.2%
COc1ccc(-c2cc(C(=O)Nc3cccc(O)c3)on2)cc1OC	-4%	2%	-10%[10.9 µM]	?
O=C1c2ccccc2S(=O)(=O)c2cc(C(=O)N(c3ccccn3)c3ccccn3)ccc21	-7%	-12%	.	.
O=C(Nc1ccc(OCc2cc(=O)n3c4c(sc3n2)CCCC4)cc1)c1ccc(F)cc1	2%	-11%	4%[10.9 µM]	-1.2%
O=C(NCc1ccc(F)cc1)C1CC(=O)N(CCc2ccccc2)C1 (stereo not drawn)	-3%	0%	-3%	1.7%
Cc1nc2c(c(C)nn2C(C)(C)C)c(C)c1CCC(=O)Nc1ccc(Br)cc1Br	4%	-18%	-8%[10.9 µM]	?
c1ccc(Nc2ncnc3ccc(-c4cccnc4)cc23)cc1	-5%	22%	-9%	-1.7%[11.4 µM]
CCCCOC(=O)CSc1nnc(-c2ccc(Cl)cc2Cl)o1	-12%	-15%	-28%	0.4%
COc1ncc2nc(-c3ccc(F)cc3)c(=O)n(Cc3ccc(F)cc3)c2n1	0%	-3%	15%	1.1%[11.4 µM]
COC(=O)N1CCC2(CCN(Cc3ccc(C#N)cc3)CC2)CC1	4%	-7%	.	0.7%[11.4 µM]
COc1ccc(OC)c(CCNC(=O)CCn2c(=O)c3cccn3c3cccnc32)c1	-6%	-19%	-6%[10.9 µM]	0.9%
CC(Sc1nc(-c2ccccc2)cs1)C(=O)Nc1ccc(Cl)cn1 (stereo not drawn)	-19%	-15%	.	.

Looked up above.
Value of `COc1ccc(OC)c(CCNC(=O)CCn2c(=O)c3cccn3c3cccnc32)c1` under p53ts 39C kill: -19%
Value of `CCOC(=O)N/N=C1/C[C@@H](O)[C@@H](O)[C@@H]2[C@@H]3C(=O)N(CC)C(=O)[C@H]3CC[C@@H]12` under p53ts 32C kill: 7%[9.22 µM]

More records.
SMILES	p53ts 32C kill	p53ts 39C kill	Peg3 imprint	IkB signaling
O=C1CCC2CCCCC2(O)O1 (stereo not drawn)	8%	7%	-7%	2.3%
CCOC(=O)CC(=O)CSc1nc2ccc(C)cc2cc1C#N	-19%	-14%	-32%[inhibitor]	-0.2%
Cc1ccc(C)c(N2CCN(c3nc4ccc(Cl)cc4n4cnnc34)CC2)c1	11%	1%	-4%[10.9 µM]	0.1%
O=c1[nH]c(SCc2cc(=O)n3ccccc3n2)nc2c1CCC2	-7%	-6%	-8%	2.0%
Cc1ccc(-c2nn(CCC(N)=O)c(=O)c3ccccc23)cc1	11%	0%	-4%[10.9 µM]	-0.4%
Cc1ccccc1CCNC(=O)c1cc2cc(S(=O)(=O)N3CCCCC3)ccc2n1C	4%	-18%	-10%[10.9 µM]	0.0%
CCOc1ccccc1OCC(=O)O	7%	3%	-5%	0.8%
Cc1ccc(C(=O)COC(=O)CCC(=O)Nc2ccc(Oc3cc(C)ccc3C(C)C)cc2)cc1	8%	2%	-6%[10.9 µM]	?
CCOC(=O)c1cnn2c(C(F)F)cc(C3CC3)nc12	1%	6%	-11%	-5.2%
CCOc1ccc2oc(=O)cc(CN3CCN(Cc4ccc(F)cc4)CC3)c2c1	-5%	-16%	-14%[10.9 µM]	-0.2%
CCCn1c(C)nc2c(NC3CCCCC3)nc(C)nc21	9%	-7%	-10%	.
